# p53 reactivator: re-activators of mutant p53 | Potency, µM (highest dose often 92.2 µM), for the others: at the top dose activity change, positive = activation, actives largely listed as activators | 0.063% of 320,000 active | H1299 p53-A138V BP100-luciferase reporter, luminescence, 24 h | AID 504706; further: potency means the concentration at half of the fitted maximal effect; % of control where 0% means no effect; nearly all actives have a fitted effect of over 45% in size
#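 p53-null H1299 cells stably carrying temperature-sensitive p53-A138V and a BP100-luciferase reporter were pinned with compounds (4-point, 1:5 series) and held 24 hrs at 37 deg C. Luminescence was read 10 min after detection reagent.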
# TSG101-PTAP inh: blocks PTAP/TSG101 interaction to inhibit HIV-1 budding; Fluorescence polarization, FITC-PTAP peptide / Tsg101 binding; Potency, µM (series often up to 115 µM), without a hit: at the top dose activity change, negative = inhibition, most hits filed as inhibitors; 340,000 tested, under 10 active; active means well fitted inhibition curve with a large enough effect in the main read-out, with a control signal flat, not every such curve was filed as active; inconclusive means small, poorly fitted or top-dose-only effect, or effect the other way, or a change in a side signal; inactive means no such curve, though single readings can be large or run the other way; further: potency means the concentration at half of the fitted maximal effect; % of control where 0% means no effect
#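 Steps: Tsg101 binding domain dispensed (10 uM final), compounds pinned in DMSO, FITC-labeled PTAP-motif peptide added (50 nM final); after 20 min binding at room temperature, polarization measured.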
# A-T KAP1 phos: potential ataxia-telangiectasia treatments restoring KAP-1 phosphorylation | […] A-T fibroblasts, KAP-1 phosphorylation AlphaLISA; neocarzinostatin DNA damage 30 min before lysis | Potency, µM (doses to about 57.5 µM), inactives show top-dose activation, most hits filed as activators | 0.19% of 320,000 active | AID 485349; further: potency means the concentration at half of the fitted maximal effect; % of control where 0% means no effect; nearly all actives have a fitted effect of over 45% in size
#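 ATM-like activity read as KAP-1 phosphorylation via AlphaLISA donor/acceptor antibody pairs after lysis and 6 hr at 25C. Cells were ATM-null patient fibroblasts ([…], hTERT), dosed 60 min, then exposed to the DSB inducer NCS for 30 min.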
# Integrin act MD: integrin-mediated muscular dystrophy alleviation activation. alpha7betagal myoblasts, beta-gal FDG fluorescence, 48 h. Potency, µM (series often up to 38.3 µM), for inactives: top-dose activation, most hits filed as activators. 0.064% of 350,000 active. AID 624291;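 further: potency means the concentration at half of the fitted maximal effect; 100% = response of the positive control SU9516; nearly all actives have a fitted effect of over 60% in size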
#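 Alpha7betagal+/- myoblasts (passage 13) were plated 16-24 hr, then exposed to compounds (1:260 dilution of DMSO stock) for 48 hours at 37C. After MPER lysis, β-galactosidase reporter activity was read as FDG fluorescence (ex 480/em 540) after 30 minutes.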
# TRPV1 ag: human TRPV1 agonism. AID 540275. activation, % at 8.33 µM. TRPV1-expressing cells, Fluo-8 calcium influx, agonist mode. 0.19% of 320,000 active; in the data active means activation above about 80%; inconclusive means between about 30% and that limit; further: 0% is about no effect
# Target sequence (Q8NER1 whole entry, looked up): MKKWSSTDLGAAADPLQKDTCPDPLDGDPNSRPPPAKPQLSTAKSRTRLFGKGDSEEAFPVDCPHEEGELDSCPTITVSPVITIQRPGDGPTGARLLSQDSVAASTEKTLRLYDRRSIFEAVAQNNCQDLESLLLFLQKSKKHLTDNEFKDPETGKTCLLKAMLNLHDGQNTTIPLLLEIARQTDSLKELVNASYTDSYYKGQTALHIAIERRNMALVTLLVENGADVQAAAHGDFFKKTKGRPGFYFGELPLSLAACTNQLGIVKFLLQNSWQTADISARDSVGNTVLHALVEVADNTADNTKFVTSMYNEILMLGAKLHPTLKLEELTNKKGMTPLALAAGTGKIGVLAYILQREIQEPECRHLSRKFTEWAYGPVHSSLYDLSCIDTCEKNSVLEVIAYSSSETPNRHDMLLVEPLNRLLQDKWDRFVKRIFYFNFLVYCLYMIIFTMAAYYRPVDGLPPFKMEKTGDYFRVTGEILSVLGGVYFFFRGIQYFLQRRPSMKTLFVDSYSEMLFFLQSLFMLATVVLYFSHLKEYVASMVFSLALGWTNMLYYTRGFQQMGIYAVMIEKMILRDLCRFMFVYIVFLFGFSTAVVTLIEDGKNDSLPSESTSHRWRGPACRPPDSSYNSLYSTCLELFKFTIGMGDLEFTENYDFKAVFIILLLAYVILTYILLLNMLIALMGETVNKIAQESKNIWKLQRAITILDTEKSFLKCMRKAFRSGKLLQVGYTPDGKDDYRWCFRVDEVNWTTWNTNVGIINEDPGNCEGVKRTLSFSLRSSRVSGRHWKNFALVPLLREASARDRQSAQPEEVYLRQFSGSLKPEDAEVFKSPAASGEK
#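 Fluo-8 calcium influx in TRPV1-expressing cells, kinetic read (ex 480/em 520 nm). Compound added and read 3 min for agonist activity, followed by capsaicin at EC20 final and 2 min further read for enhancement.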
# CXXC DNA block: MLL CXXC-DNA interaction inhibition. AID 2662. 0.037% of 290,000 active. Potency, µM (highest dose often 115 µM), for inactives: top-dose activity change, negative = inhibition, most hits filed as inhibitors. MLL-CXXC / FITC-HOXA9 DNA fluorescence polarization; active means well fitted inhibition curve with a large enough effect in the polarisation, with a control signal flat, not every such curve was filed as active; inconclusive means small, poorly fitted or top-dose-only effect, or effect the other way, or a change in a side signal; inactive means no such curve, though single readings can be large or run the other way; the % refers to the polarisation; further: potency means the concentration at half of the fitted maximal effect
#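 Fluorescence polarization: 7 uM MLL-CXXC (stock) preincubated 5 min with compounds, then 50 nM fluorescein-HOX-A9 DNA (stock) added; 30 min ambient. Buffer 50 mM Tris-HCl pH 7.5, 50 mM NaCl, 1 mM DTT, 0.05% BSA.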
# ELG1 repair inh: inhibitors of ELG1-dependent DNA repair in HEK293T cells. HEK293T ELG1-luciferase reporter, luminescence, 16 h; DNA damage induced by 5-fluorouridine. Potency, µM (doses to about 46.1 µM), inactives show top-dose activity change, negative = inhibition, hits mostly inhibitors. 2.3% of 330,000 active. AID 504467; further: potency means the concentration at half of the fitted maximal effect; on the % scale 0 is the no-effect control and ±100 the full control effect; nearly all actives have a fitted effect of over 55% in size
#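 Luminescence from the luciferase reporter, measured 30 min after ONE-Glo reagent at room temperature, was the read-out. Beforehand, 2,000 cells per well were exposed for 16 hr at 37 °C to 5-fluorouridine together with compound or vehicle.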
# TCR act: T cell receptor activation. Potency, µM (titrated, usually from 9.22 µM), inactives show at the top dose activation of IL-2 secretion, actives largely listed as activators. 330,000 tested, under 10 active. primary human leukocytes, anti-CD3, IL-2 HTRF, 48 h; further: % of control where 0% means no effect
#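 Primary human leukocytes receive a-CD3 beads and test compound and are incubated 48 hr. Secreted IL-2 is then assayed by HTRF, measuring 665nm acceptor emission after 320nm excitation of the europium donor.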
# BRCA1 expr act: activators of BRCA1 expression. MCF7-BRCA1-FFLuc reporter, luminescence, 48 h; response scale: scaled: vehicle 0%, 10 µM genistein 100%. Potency, µM (series often up to 46.1 µM), inactives show at the highest dose activation, most hits filed as activators. 1.1% of 380,000 active. AID 624202; further: potency means the concentration at half of the fitted maximal effect; nearly all actives have a fitted effect of over 80% in size; some results filed as inactive show a strong effect at the top dose
#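 Reporter cells (MCF7, BRCA1 promoter-firefly luciferase) received library compounds across a concentration series for 48 h. End-point luminescence was measured and concentration-effect curves derived after normalization.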
# B2AR arrestin: beta2AR (human) beta-arrestin recruitment activity. beta-arrestin recruitment to beta2AR, cell-based reporter. Potency, µM (top dose mostly 46.1 µM), without a hit: at the top dose activation, most hits filed as activators. P07550. AID 492947. 0.02% of 330,000 active;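 further: potency means the concentration at half of the fitted maximal effect; 0% = DMSO controls and full agonism = EC100 isoproterenol or metaproterenol; nearly all actives have a fitted effect of over 65% in size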
# An asterisk follows results filed as active; ? = inconclusive; / = not tested or not shown; [ ] = remark or other dose. Unless noted, the call rests on the fitted dose curve; in most records, active means well fitted curve in the direction sought with a large enough effect; inconclusive means small, poorly fitted or top-dose-only effect, or another doubt; inactive means no such curve, though single readings can be large; an effect the other way counts as inactive or inconclusive.
SMILES,p53 reactivator,TSG101-PTAP inh,A-T KAP1 phos,Integrin act MD,TRPV1 ag,CXXC DNA block,ELG1 repair inh,TCR act,BRCA1 expr act,B2AR arrestin
COc1ccc(NC(=O)N2CCN(c3nc(-c4cccc(OC)c4)cs3)CC2)cc1,1%,1%,-3%,-42%,?,-12%,18µM*,-1%[46.1 µM],-77%,-0.3%
CCN(CC)C(=O)C1CCCN(C(=O)c2oc3ccc(C)cc3c2C)C1 (stereo unspecified),-3%,-2%,5%,-12%,25,1%,22%,3%,21%,-0.7%
O=C(NC1CCCCC1)C(c1ccncc1)N(CC1CCCO1)C(=O)C(F)(F)F (stereo unspecified),5%,-8%,1%,8%,1,-13%,4%,/,-9%,0.1%
CC1C(=NO)C(C)C(c2ccccc2)NC1c1ccccc1 (stereo unspecified),3%,-4%,-1%,-13%,-4,13%,3%,5%,-12%,-0.3%
O=C(C1CCC(CNc2c(N3CCOCC3)c(=O)c2=O)CC1)N1CCN(c2ccccc2)CC1 (stereo unspecified),0%,-6%,4%,-17%,-1,3%,11%,3%[46.1 µM],0%,-0.4%
CCOC(=O)C(NC(C)=O)(NC(C)C)C(F)(F)F (stereo unspecified),-1%,-1%,-16%,?,0,-1%,-6%,-3%,31%,0.4%
CC1CCc2nc(NC(=O)C3CC3)sc2C1 (stereo unspecified),?,-1%,-5%,0%,?,-2%,?,-2%,60%,0.4%
N#Cc1ccc(COC(=O)c2ccc3c(=O)[nH]c(CN4CCOCC4)nc3c2)cc1,-3%,-5%,1%,18%,0,-2%,-17%,-5%,-1%[1.84 µM],-0.2%
COc1ccc(CCNC(=O)CCOc2cc(C)ccc2C)cc1OC,-1%,-6%,9%,-36%,21,1%,-3%,0%,-1%,-0.1%
CCN(CC)S(=O)(=O)c1ccc(NC(=O)C(OC)c2ccccc2)cc1 (stereo unspecified),/,-5%,/,-13%,0,3%,/,-1%,3%,/
COc1cc2cc(C)c3nnc(SCC(=O)Nc4cc(C)on4)n3c2cc1OC,-4%,0%,1%,5%,-9,3%,?,-2%,-23%,0.4%
COC(=O)c1ccc(NS(=O)(=O)NC(=O)c2c[nH]c3ccccc23)cc1,4%,-2%,9%,-25%,-2,17%,11%,12%,31%,0.1%
CC1(C)SC(=S)N(NC(=O)Nc2ccccc2)C1N(O)C(=O)Nc1ccccc1 (stereo unspecified),3%,-4%,-7%,7%,4,8%,7%,1%,-23%,-0.2%
CN(/N=C/c1ccc(Br)o1)C1=NS(=O)(=O)c2ccccc21,7%,-5%,7%,-10%,0,20%,-8%,-10%,-27%,0.1%
O=C(Nc1ccc2c(c1)oc1ccccc12)C1CC1,?,0%,2%,-29%,19,0%,?,-6%,61%,-0.2%

# Part of the list above in another layout:
> COc1cc2cc(C)c3nnc(SCC(=O)Nc4cc(C)on4)n3c2cc1OC
  p53 reactivator: -4% | TSG101-PTAP inh: 0% | A-T KAP1 phos: 1% | Integrin act MD: 5% | TRPV1 ag: -9 | CXXC DNA block: 3% | ELG1 repair inh: ? | TCR act: -2% | BRCA1 expr act: -23% | B2AR arrestin: 0.4%

> COC(=O)c1ccc(NS(=O)(=O)NC(=O)c2c[nH]c3ccccc23)cc1
  p53 reactivator: 4% | TSG101-PTAP inh: -2% | A-T KAP1 phos: 9% | Integrin act MD: -25% | TRPV1 ag: -2 | CXXC DNA block: 17% | ELG1 repair inh: 11% | TCR act: 12% | BRCA1 expr act: 31% | B2AR arrestin: 0.1%

# Looked up by structure from the entries so far:
SMILES,p53 reactivator,TSG101-PTAP inh,A-T KAP1 phos,Integrin act MD,TRPV1 ag,CXXC DNA block,ELG1 repair inh,TCR act,BRCA1 expr act,B2AR arrestin
COc1cc2cc(C)c3nnc(SCC(=O)Nc4cc(C)on4)n3c2cc1OC,-4%,0%,1%,5%,-9,3%,?,-2%,-23%,0.4%
N#Cc1ccc(COC(=O)c2ccc3c(=O)[nH]c(CN4CCOCC4)nc3c2)cc1,-3%,-5%,1%,18%,0,-2%,-17%,-5%,-1%[1.84 µM],-0.2%
CCN(CC)C(=O)C1CCCN(C(=O)c2oc3ccc(C)cc3c2C)C1 (stereo unspecified),-3%,-2%,5%,-12%,25,1%,22%,3%,21%,-0.7%
CCN(CC)S(=O)(=O)c1ccc(NC(=O)C(OC)c2ccccc2)cc1 (stereo unspecified),/,-5%,/,-13%,0,3%,/,-1%,3%,/
COc1ccc(CCNC(=O)CCOc2cc(C)ccc2C)cc1OC,-1%,-6%,9%,-36%,21,1%,-3%,0%,-1%,-0.1%

# Other records
SMILES,p53 reactivator,TSG101-PTAP inh,A-T KAP1 phos,Integrin act MD,TRPV1 ag,CXXC DNA block,ELG1 repair inh,TCR act,BRCA1 expr act,B2AR arrestin
Nc1c(Cl)ncnc1N/N=C/c1ccc2ccccc2n1,?,-4%,4%,-44%[inhibitor],8,2%,?,1%[46.1 µM],-53%,?
COc1ccc(/C=C(/NC(=O)c2ccccc2)c2nc3ccccc3[nH]2)cc1OC,-24%,-1%,-14%,41%,4,-9%,-13%,-2%,-21%,-0.1%
Nc1ccc2nc(COc3ccccc3)[nH]c2c1,/,0%,15%,-18%,2,-1%,19%,-1%,55%,-0.4%
O=C(CN1C(=O)c2cccnc2Oc2ccc(Cl)cc21)Nc1ccccc1F,8%,3%,6%,-34%,-3,/,?,5%,-28%,-0.5%
COc1cccc(-c2nc(SCC(=O)Nc3nc(-c4ccccc4)c(C)s3)[nH]c(=O)c2C#N)c1,5%,-11%,-3%[11.5 µM],?,1,1%,-2%,-2%,0%,0.3%
S=C(NCCc1ccccc1)Nc1ccccc1Cl,10%,-4%,12%,-23%,?,10%,16%,-3%,40%,0.2%
O=C(COC(=O)c1ccc(C(F)(F)F)cc1)Nc1cccc(S(=O)(=O)NC2=NCCCCC2)c1,5%,-2%,0%,0%,/,/,-16%,2%,3%,0.0%
Cc1cc(Nc2nc3ccccc3[nH]c2=O)n(-c2ccccc2)n1,5%,-4%,3%,4%,-1,-8%,?,3%,-22%,0.1%
CCn1nc(NS(=O)(=O)c2ccccc2)c2cc3cc(C)ccc3nc21,5%,-3%,18%,-9%,1,1%,?,-3%,-9%,0.5%
Cc1cnc(C(=O)OCc2ccc(Br)cc2F)cn1,0%,-5%,1%,?,5,13%,14%,5%,-12%,-0.1%
COc1cc(C#Cc2c(-c3cncn3C)n(C)c3ccc(-c4cc(OC)c(OC)c(OC)c4)cc23)cc(OC)c1,-2%,-10%,10%,-30%,/,/,5.2µM*,-1%,-93%,-0.6%
COc1ccc(NC(=O)Nc2ccc([N+](=O)[O-])cc2)cn1,14%,-8%,-3%,6%,6,3%,21%,-4%,51%,-0.3%
O=C(O)CCN1C(=O)/C(=C\c2cccc(OCc3ccccc3)c2)SC1=S,0%,-4%,-9%,-12%,-6,28%,15%,6%,-25%,-1.0%
CCOC(=O)c1c(NC(N)=O)sc(C)c1C,-1%,-4%,3%,-20%,-4,1%,?,-9%,2%,0.1%
O=C(NCc1ccccc1)c1c[nH]c2ccc(S(=O)(=O)Nc3ccc4c(c3)OCCO4)cc2c1=O,26%,-1%,2%,20%,4,9%,-28%,-3%,-5%,-1.3%
Cc1ccccc1CNC(=O)C(=O)NCC1OCCCN1S(=O)(=O)c1ccc(F)cc1C (stereo unspecified),-3%,-4%,-3%,0%,2,-2%,-7%,-7%,-10%,0.8%
COc1ccc(OCC(=O)NNC(=O)C(=O)Nc2ccc(C)cc2)cc1,3%,-11%,-1%,2%,-3,12%,20%,-9%[46.1 µM],16%,-1.4%
COc1ccccc1N(C)S(=O)(=O)c1ccc(C(=O)OCC(=O)NCc2ccco2)cc1,14%,-4%,-1%,31%,2,-4%,0%,-1%,4%,0.1%
CC(C)c1ccc(COc2ccc(C(=O)N3CCOCC3)cc2)cc1,-1%,1%,5%,-26%,?,37%[activator],?,10%,42%,-0.9%

# Rewritten as tab-separated lines: two of the compounds above.
structure	p53 reactivator	TSG101-PTAP inh	A-T KAP1 phos	Integrin act MD	TRPV1 ag	CXXC DNA block	ELG1 repair inh	TCR act	BRCA1 expr act	B2AR arrestin
COc1ccc(OCC(=O)NNC(=O)C(=O)Nc2ccc(C)cc2)cc1	3%	-11%	-1%	2%	-3	12%	20%	-9%[46.1 µM]	16%	-1.4%
COc1ccccc1N(C)S(=O)(=O)c1ccc(C(=O)OCC(=O)NCc2ccco2)cc1	14%	-4%	-1%	31%	2	-4%	0%	-1%	4%	0.1%

# Compound activity (PubChem)

# An unsorted share of the library. About 3.8% of those tested had a hit in this group.
